HTR5A inv ag: HTR5A inverse agonism, opioid heterodimer counter-screen | HTR5A cell line, luminescence | 340,000 tested, 0.083% active | inhibition, % at 9.3 µM | AID 504634; in the data active = inhibition mostly above about 23%, no sharp cut-off; inactive = mostly below about 18%;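 also: 0% = cells with DMSO and 100% = no-cell wells with DMSO; some compounds called inactive have numbers as strong as hits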
DAGLB inhibitor: blocks human DAGLB lipase activity; Q8NCG7; HEK293T DAGLB membrane lysate, EnzChek fluorogenic substrate; inhibition, % at 5.17 µM; 340,000 tested, 0.059% active; AID 504411; in the data active = inhibition above about 34%;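 also: 0% = enzyme with vehicle and 100% = wells lacking enzyme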
Pemphigus Ab inh: blocks pemphigus antibody binding to human desmoglein-3; P32926; AID 588358; DSG3-coupled beads, scFv-anti-DSG3-GFP binding, flow cytometry; stronger effect = lower value; 310,000 tested, 0.48% active; binding (percent of control), % at 10 µM;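 active = binding more than 3 SD below its plate's average and above zero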;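 also: hits lower antibody fragment binding to DSG3; some compounds called inactive have numbers as strong as hits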
PKA-R1A act: activators of PKA-R1A complex. PKA-R1A dissociation, Cy5-IP20 fluorescence polarization; scaled: DMSO 0%, 113 µM cGMP 100%. 340,000 tested, 0.083% active. P00514+P68181. activation, % at 11.4 µM. AID 504707;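 active = percent activation above the mean of all tested compounds plus 3 SD, cut at about 19% in these data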;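 also: higher means more PKAc released from R1A so a rise in polarization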
PKA-R2B activ: activators of human PKA-R2B complex. P22694+P31323. activation, % at 11.4 µM. AID 504700. PKA-R2B holoenzyme dissociation, Cy5-IP20 fluorescence polarization; R2B truncated from residue 108, S112A mutant; 0% DMSO only, 100% 113 µM cGMP. 340,000 tested, 0.079% active;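 active = activation above a cutoff set at the mean over all compounds plus 3 SD, cut at about 18% in these data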;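 also: higher means more holoenzyme dissociation and a rise in polarization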
MOR-DOR ag: agonists of human mu-delta opioid receptor heterodimerization; P35372+P41143; 340,000 tested, 0.3% active; activation, % at 9.3 µM; AID 504326; cells, OPRM1-OPRD1 heterodimerization, luminescence; in the data active = activation above about 18%;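 also: 0% = vehicle-treated cells and 100% = reference agonist; values of inactives mirror those of a sister screen read the other way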
Target sequence (P35372 whole entry, looked up): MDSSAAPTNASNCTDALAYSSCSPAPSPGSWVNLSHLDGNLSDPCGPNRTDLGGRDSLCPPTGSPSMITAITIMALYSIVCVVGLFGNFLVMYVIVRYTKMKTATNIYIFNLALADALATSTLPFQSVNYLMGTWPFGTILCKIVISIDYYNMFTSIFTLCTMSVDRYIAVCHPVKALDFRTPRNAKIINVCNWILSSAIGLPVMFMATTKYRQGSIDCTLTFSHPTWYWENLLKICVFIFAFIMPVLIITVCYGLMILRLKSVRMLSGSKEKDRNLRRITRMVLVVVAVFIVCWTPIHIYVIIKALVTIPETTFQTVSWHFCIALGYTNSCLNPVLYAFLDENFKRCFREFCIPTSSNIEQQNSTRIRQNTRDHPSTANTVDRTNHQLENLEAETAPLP
Target sequence (P41143 whole entry, looked up): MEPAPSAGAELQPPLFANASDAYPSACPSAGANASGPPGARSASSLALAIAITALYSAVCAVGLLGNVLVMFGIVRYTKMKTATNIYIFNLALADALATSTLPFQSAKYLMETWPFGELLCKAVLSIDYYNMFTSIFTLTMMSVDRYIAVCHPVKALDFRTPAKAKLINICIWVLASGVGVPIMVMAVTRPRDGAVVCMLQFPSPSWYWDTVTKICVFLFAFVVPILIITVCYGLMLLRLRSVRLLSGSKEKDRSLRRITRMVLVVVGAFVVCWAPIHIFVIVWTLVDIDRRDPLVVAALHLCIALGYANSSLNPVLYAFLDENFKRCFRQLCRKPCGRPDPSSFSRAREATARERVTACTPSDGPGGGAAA
MOR-DOR inv ag: mu-delta opioid heterodimer inverse agonism; P35372+P41143; cell-based MOR-DOR heterodimer luminescence; inhibition, % at 9.3 µM; 340,000 tested, 0.21% active; AID 504357; in the data active = inhibition above about 22%, passing the limit was not always enough;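 also: 0% = cells with DMSO and 100% = wells without cells with DMSO; values of inactives mirror those of a sister screen read the other way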
V-ATPase pH: alters yeast V-ATPase proton transport; S. cerevisiae, pHLuorin cytosolic pH fluorescence; response, % at 10 µM; 350,000 tested, 0.37% active; AID 504577; in the data active = response mostly above about 7.3%, no sharp cut-off; inactive = mostly below about 5.4%; also: actives read high; inactives centre near 0; some compounds called inactive have numbers as strong as hits; reference of the scale not given here
Arr AP2 block: blocks beta-arrestin peptide binding to AP2 adaptin; AID 504490; 340,000 tested, 0.31% active; inhibition, % at 10 µM; FITC-arrestin peptide / GST-AP2 beads, flow cytometry; AP2 beta2 appendage carries R879A mutation;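 active = inhibition above a set limit, near 3 SD of compounds lacking own fluorescence, cut at about 54% in these data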;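 also: plate controls were DMSO wells for no effect and 5 µM unlabelled arrestin peptide for full effect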
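System: GST-AP2 R879A bound to glutathione beads, E. coli-expressed. Also added: 50 nM FITC-arrestin peptide. Schedule: compound with beads 12 min RT, then probe 1 h RT. Signal: bead flow cytometry, FITC channel. Read-out basis: percent response.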
HTR5A ag: HTR5A agonism, opioid heterodimer counter-screen | P47898 | activation, % at 9.3 µM | 340,000 tested, 0.61% active | HTR5A agonist assay, luminescence, cell-based; in the data active = activation mostly above about 9.5%, no sharp cut-off; inactive = mostly below about 7.6%;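 also: 0% = cells with vehicle only and 100% = reference agonist; strong numbers were not always called active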
An asterisk follows results filed as active; x = not tested or not shown.

Second line of a record: HTR5A inv ag | DAGLB inhibitor | Pemphigus Ab inh | PKA-R1A act | PKA-R2B activ | MOR-DOR ag | MOR-DOR inv ag | V-ATPase pH | Arr AP2 block | HTR5A ag
- O=C(CCc1ccccc1)OCCN1CCOCC1
  17 | -1 | 110 | 0 | 4 | 0.1 | -1 | 1 | -2 | 3
- C=C1C(=O)OCC2C(C(=O)O)=CC3C(C)C(C)=CC123 (configuration not stated)
  x | -2 | 107 | 7 | 3 | x | x | -1 | x | x
- CC(C)COC(=O)n1c(=O)oc2cc(S(=O)(=O)N3CCCCC3)ccc21
  -8 | -1 | 98 | -3 | -9 | 4.8 | -26 | -4 | 22 | -3
- CCn1cc(SCC(=O)NC2CCCC2)c2ccccc21
  5 | -1 | 114 | -5 | 4 | -2.7 | 9 | 4 | 3 | -2
- COc1cccc2cc(C(=O)CS(=O)(=O)c3ccc(Cl)cc3)c(=O)oc12
  8 | 18 | 95 | -11 | -14 | -2.5 | 13 | -1 | 4 | 3
- COc1ccc(CC(=O)NCCS(=O)(=O)N2CCN(c3ccc(F)cc3)CC2)cc1OC
  -3 | -3 | x | -4 | 4 | -1.3 | 7 | 0 | -27 | 1
- COc1ccccc1NC(=S)N(CCCN1CCOCC1)Cc1cccs1
  5 | -1 | x | -10 | -11 | -4.8 | 22 | -2 | 47 | -2
- COc1ccc(OCCC(=O)OCC(=O)Nc2ccc(Br)cc2)cc1
  5 | 1 | 82 | -6 | -1 | 4.4 | -29 | 0 | 10 | -2
- CN(C)c1nc(C#N)nc(N(C)C)n1
  26 | -1 | 118 | 0 | -2 | -2.8 | 13 | -3 | 19 | -3
- CCOC(=O)c1ccc(N/C=C/C(=O)c2ccccc2)cc1
  -14 | -7 | 102 | 4 | -7 | 0.2 | -1 | 0 | 11 | 3
- COc1ccc(N2CCN(c3nc(NCCc4ccc(OC)c(OC)c4)nc(OC)n3)CC2)cc1
  -34 | 1 | 100 | -9 | 3 | 1.4 | -7 | 3 | 3 | 4
- CCCOc1ccc(C(C(=O)OCCN(CC)CC)c2ccccc2)cc1 (configuration not stated)
  8 | -1 | 128 | 9 | 6 | 1.9 | -10 | x | 15 | -3
- O=C(NNC(=O)c1ccccc1Cl)c1cccs1
  -12 | -2 | 102 | 2 | 6 | 0.8 | -4 | -4 | 0 | 1
- Cc1cc(Cl)ccc1Oc1ncc(CN2CCN(c3ccccc3)CC2)s1
  -23 | -12 | x | 4 | -1 | 1.1 | -6 | 2 | 7 | 3
- O=C1C=C(O)CC(c2ccc(Cl)c(Cl)c2)C1 (configuration not stated)
  1 | 11 | 107 | 4 | 2 | 0.1 | -1 | -5 | x | 0
- COc1cccc(CNC(=O)CCC2CCCN(C(=O)c3cc(C)[nH]n3)C2)c1 (configuration not stated)
  -19 | 1 | x | 5 | -3 | -1.2 | 6 | 2 | 7 | 4
- CCN(CC)C1CCN(Cc2c(C(=O)N3CCCCCCC3)nc3ccc(Cl)cn23)C1 (configuration not stated)
  10 | 1 | 100 | -8 | -8 | 1.7 | -11 | 0 | -11 | 0
- CC1CCc2c(sc(N)c2C(=O)OC(C)C)C1 (configuration not stated)
  -31 | 1 | 91 | -6 | -3 | 1.2 | -7 | 8 | 2 | 5
- Clc1ccc(Cl)c(Oc2ccc(Oc3nc(Cl)ccc3Cl)cc2)n1
  -15 | -1 | 124 | -9 | -18 | -0.3 | 1 | -4 | 8 | -2
- CC(=O)Nc1ccc(C=C(C(C)=O)C(C)=O)cc1
  1 | -2 | 109 | 0 | 9 | 0.6 | -3 | -9 | 19 | -2

No new results follow: an excerpt of the list.
Second line of a record: HTR5A inv ag | DAGLB inhibitor | Pemphigus Ab inh | PKA-R1A act | PKA-R2B activ | MOR-DOR ag | MOR-DOR inv ag | V-ATPase pH | Arr AP2 block | HTR5A ag
- CC1CCc2c(sc(N)c2C(=O)OC(C)C)C1 (configuration not stated)
  -31 | 1 | 91 | -6 | -3 | 1.2 | -7 | 8 | 2 | 5
- Clc1ccc(Cl)c(Oc2ccc(Oc3nc(Cl)ccc3Cl)cc2)n1
  -15 | -1 | 124 | -9 | -18 | -0.3 | 1 | -4 | 8 | -2
- CC(=O)Nc1ccc(C=C(C(C)=O)C(C)=O)cc1
  1 | -2 | 109 | 0 | 9 | 0.6 | -3 | -9 | 19 | -2

(further entries)
Second line of a record: HTR5A inv ag | DAGLB inhibitor | Pemphigus Ab inh | PKA-R1A act | PKA-R2B activ | MOR-DOR ag | MOR-DOR inv ag | V-ATPase pH | Arr AP2 block | HTR5A ag
- COc1cc(OC)cc(C(=O)NCC2CCCO2)c1 (configuration not stated)
  -30 | -2 | 102 | -1 | 0 | 2.0 | -13 | -2 | 1 | 11
- Cc1ccc(S(=O)(=O)N2CCCNCC2)cc1
  -15 | -1 | 114 | -7 | 9 | 0.9 | -7 | -1 | -7 | 5
- COc1cc(CC(=O)Nc2ccc3c(c2)CCC3)cc(OC)c1OC
  18 | -4 | 105 | -12 | -11 | -1.5 | 7 | 2 | -11 | 5
- O=C(NCc1cccnc1)c1cccn2c(=O)c3sccc3nc12
  -7 | 1 | 100 | 5 | 3 | -2.0 | 13 | 0 | 23 | 12
- CC1=NNC(=O)C1Cc1ccccc1C (configuration not stated)
  -8 | 0 | 98 | -10 | -1 | -1.6 | 8 | -3 | 16 | 2
- CCOc1ccc2nc(NC(=O)c3ccc(C)o3)sc2c1
  1 | -5 | 101 | -12 | -3 | -1.4 | 7 | 4 | 10 | 0
- COc1cccc(NC(=O)CN(C)CC(=O)NCc2ccc(F)cc2)c1
  7 | -1 | 94 | 15 | -2 | 0.9 | -5 | 1 | 2 | -2
- CCC(=O)Oc1ccc2c(C)c(Cl)c(=O)oc2c1
  -41 | -4 | 95 | 6 | -10 | 0.4 | -2 | 1 | -2 | 2
- COCCNC(=O)COCc1cc(-c2ccc3c(c2)OCO3)on1
  -7 | 0 | 92 | -9 | -1 | -0.8 | 4 | 0 | -9 | 2
- COc1cccc(NC(=O)CN(C)C(=O)CC2Sc3ccccc3NC2=O)c1 (configuration not stated)
  1 | -5 | 98 | -5 | 1 | -3.0 | 12 | -3 | 18 | 3
- Fc1cc(F)c2nc(N3CCCCC3)sc2c1
  -7 | -8 | x | -11 | -13 | -1.2 | 6 | 1 | 5 | 0
- CN(Cc1ccccc1)C(=O)c1ccc2c(c1)OCCO2
  6 | -3 | 108 | 2 | -1 | -3.0 | 17 | -4 | -4 | 1
- Cc1ccc(NC(=O)COc2coc(CN3CCN(c4ccccc4)CC3)cc2=O)cc1
  0 | -4 | 111 | -6 | -5 | -1.1 | 6 | 2 | -11 | 0
- COc1ccc(CNC(=O)C(=O)NCC2OCCN2S(=O)(=O)c2ccc3c(c2)OCCO3)cc1 (configuration not stated)
  1 | 3 | 101 | -7 | 5 | -0.2 | 1 | -3 | 21 | 0
- COc1ccc(CCNC(=O)CCCn2c(SCC#N)nc3ccccc3c2=O)cc1OC
  -9 | 1 | 93 | -8 | -13 | -2.0 | 10 | 3 | 1 | -2
- CC(C)c1nnc(NC(=O)CCC(=O)N2CCN(c3ccccn3)CC2)s1
  6 | 0 | 97 | -1 | -4 | -1.8 | 9 | 2 | 7 | 0
- Cc1ccc(NC(=S)NCC2CCCO2)cc1C (configuration not stated)
  -11 | 3 | x | -4 | -1 | -2.2 | 13 | 4 | -1 | 4
- O=C(COC(=O)CCc1c[nH]c2ccccc12)NCc1ccc(Cl)cc1
  1 | -1 | 97 | -16 | -1 | -0.5 | 2 | 6 | -11 | 5
- COc1cc2ccccc2cc1C(=O)N(CCN(C)C)c1nc2c(F)cccc2s1
  3 | -2 | 105 | -5 | -7 | 4.1 | -21 | 1 | 8 | 1
- COc1cc(-c2nc(-c3ccccc3)c(-c3cc([N+](=O)[O-])ccc3C)[nH]2)cc(OC)c1OC
  17 | 3 | 104 | -10 | 7 | 0.6 | -3 | 1 | 1 | 1
- CN1CCC(=NNC(=O)C(=O)Nc2ccccc2F)CC1
  -12 | 2 | 93 | 0 | 5 | -2.2 | 11 | 3 | -21 | 1
- O=C(Nc1ccccc1C(=O)N/N=C/c1ccc(F)cc1)c1ccccc1Br
  -6 | 4 | 102 | -3 | -6 | -0.6 | 3 | -3 | 25 | 2
- CCCC(C)NC(=O)COc1ccc(Sc2ccc(OCC(=O)NC(C)CCC)cc2)cc1 (configuration not stated)
  -3 | -2 | 127 | 10 | 0 | -1.0 | 6 | 6 | 23 | -2
- Cc1nc(SCCOc2ccccc2)[nH]c(=O)c1Cc1ccccc1
  -11 | -2 | 99 | 4 | -4 | -3.4 | 18 | 0 | 0 | 4
- CCc1ccc(N2CC(C(=O)OC)CC2=O)cc1 (configuration not stated)
  22 | -1 | 103 | -6 | -3 | -1.6 | 8 | -1 | 14 | -2
- COc1ccc2sc(-c3ccc(SC)cc3)c(C#CC(C)(C)O)c2c1
  -24 | -8 | 100 | -8 | -5 | -1.8 | 8 | -3 | 34 | 8
- O=C(CN(Cc1ccco1)C(=O)c1cccc(F)c1)Nc1ccccc1C(F)(F)F
  -2 | -3 | 98 | -6 | -4 | -2.1 | 8 | 2 | -5 | 2
- CC(C)(C)C1CCC(C(=O)Nc2cccnc2)CC1 (configuration not stated)
  2 | -2 | 114 | -7 | -3 | 0.2 | -1 | 4 | -28 | -1
- CCOC(=O)/C(N=O)=C(\O)C1CCN(C(=O)OCC)CC1
  -11 | -1 | x | 0 | -1 | -1.2 | 7 | 7 | -1 | 0
- COCCOC(=O)C1=C(C)NC(=O)NC1c1cccc(F)c1 (configuration not stated)
  -4 | 2 | 112 | -6 | 1 | -1.2 | 6 | -3 | 24 | 1
- O=C(CN1CCSCC1)N/N=C/c1ccc(F)c(F)c1
  -5 | 2 | 106 | 9 | 3 | 0.7 | -4 | 2 | -5 | 1
- Cc1ccc2c(c1)C(O)(CC(=O)c1cccnc1)C(=O)N2 (configuration not stated)
  28 | -4 | 101 | -4 | -18 | -9.0 | 37* | 2 | 12 | 1
- Cc1cc(C(=O)OCC(=O)N2CC(C)OC(C)C2)ccc1[N+](=O)[O-] (configuration not stated)
  13 | 1 | 99 | 6 | -5 | -1.9 | 10 | -1 | 10 | -5
- O=c1[nH]c2ccccc2c(O)c1-[n+]1ccccc1
  -10 | 3 | 89 | 4 | -13 | -2.1 | 11 | 4 | -3 | 3
- O=C(c1ccco1)N1CCCC(Nc2ccc3c(c2)OCCO3)C1 (configuration not stated)
  -8 | 2 | 101 | -8 | -5 | -0.2 | 1 | -1 | -11 | 1
- CN(C)c1nc2ccccc2c(N)c1-c1ccccc1
  -7 | 0 | 100 | -7 | 4 | 0.9 | -5 | 0 | -9 | 0
- CN(C)C(=O)NCc1ccc(S(N)(=O)=O)cc1
  22 | 3 | 97 | 6 | 12 | 0.1 | -1 | 1 | 6 | 5
- Cc1ccc(S(=O)(=O)Cn2nnnc2C(C(C)C)N2CCN(Cc3ccco3)CC2)cc1 (configuration not stated)
  11 | -3 | 99 | -14 | -4 | 1.3 | -7 | -5 | -9 | -2
